# High-throughput results as filed in PubChem.
# COUP-TFII inh: blocks human COUP-TFII nuclear receptor. inhibition, % at 8.6 µM. P24468. HEK293T NGFI-A luciferase reporter, luminescence. 0.7% of 370,000 active;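 active means inhibition above a per-plate cutoff, mean inhibition of test wells between control levels plus 3 SD, cut at about 38% in these data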;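 further: cells cotransfected with COUP-TFII expression vector driving the NGFI-A reporter; 0% = median of COUP-TF2 test wells and 100% = reporter-only cells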
# Target sequence (P24468 whole entry, looked up): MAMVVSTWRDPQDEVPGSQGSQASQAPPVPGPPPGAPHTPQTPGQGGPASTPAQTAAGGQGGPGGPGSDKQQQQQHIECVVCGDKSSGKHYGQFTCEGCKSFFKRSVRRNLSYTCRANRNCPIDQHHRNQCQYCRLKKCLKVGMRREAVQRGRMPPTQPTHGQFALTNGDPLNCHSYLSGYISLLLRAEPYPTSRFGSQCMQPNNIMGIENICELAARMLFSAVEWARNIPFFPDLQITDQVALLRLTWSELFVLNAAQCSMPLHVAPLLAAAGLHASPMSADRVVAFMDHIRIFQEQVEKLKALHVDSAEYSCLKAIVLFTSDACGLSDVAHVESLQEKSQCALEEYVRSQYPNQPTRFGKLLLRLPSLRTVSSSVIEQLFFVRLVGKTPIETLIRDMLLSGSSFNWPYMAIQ
# NCOA1 inh: inhibits human SRC1 coactivator; Q15788; HEK293 GAL4-SRC1 luciferase reporter, luminescence; inhibition, % at 3.6 µM; 0.12% of 360,000 active;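 active means inhibition above the campaign mean plus 3 SD, with each screening campaign given its own cutoff, cut at about 60% in these data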;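 further: 0% = DMSO treated cells and 100% = gossypol at 36 µM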
# SRC3 inh: human NCOA3 inhibition; Q9Y6Q9; HEK293 GAL4-SRC3 luciferase reporter, luminescence; 0.17% of 360,000 active; inhibition, % at 3.6 µM;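 active means inhibition above a per-campaign cutoff, the mean of all compounds plus 3 SD, cut at about 60% in these data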;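 further: 0% = DMSO-treated cells and 100% = gossypol-treated cells at 36 µM; higher means less SRC3-driven luciferase light from the GAL4 reporter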
# EBV LMP1 NFkB: inhibitors of Epstein-Barr LMP1-induced NF-kappaB reporter; inhibition, % at 12.5 µM; 0.69% of 350,000 active; LMP1-induced NF-kappaB luciferase reporter cells, luminescence; AID 504558; in the data active means inhibition above about 41%;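 further: 0% = neutral control wells and 100% = reference inhibitor control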
# SRC2 inh: inhibits human steroid receptor coactivator 2. Q15596. HEK293 GAL4-SRC2 luciferase reporter, luminescence. inhibition, % at 9 µM. 0.17% of 370,000 active. AID 651957;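 active means inhibition above the mean inhibition of all tested compounds plus 3 SD, set per campaign, cut at about 52% in these data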;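 further: 0% = DMSO treated cells and 100% = cells given Gossypol at 36 µM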
# TLR9-MyD88 inh: TLR9-MyD88 interaction inhibition. CHO BLA complementation TLR9-MyD88, CCF4 FRET ratio. inhibition, % at 4.98 µM. 0.21% of 340,000 active. AID 504734;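 active means inhibition above the mean over all tested compounds plus 3 SD, cut at about 21% in these data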;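 further: 0% = DMSO only wells and 100% = clavulanate BLA inhibitor control wells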
# NOD2 RIPK2 PPI: NOD2-RIPK2 protein interaction inhibition. inhibition, % at 4.98 µM. 0.38% of 360,000 active. O43353. CHO BLA complementation NOD2-RIPK2, CCF4 ratio; in the data active means inhibition above about 21%;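 further: 0% = vehicle only and 100% = reference blocker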
# TRAIL sens C8: caspase-8 TRAIL sensitization; 1% of 360,000 active; NB7+C8 cells + TRAIL, ATPlite viability luminescence; inhibition (viability loss, TRAIL sensitization), % at 10 µM;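 active means compounds causing at least 50% loss of cell viability in the single-dose screen, relative to plate controls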
# Vif inh: HIV Vif inhibition. HEK293T cells, Vif self-association by quenched fluorescence, imaging, 24 h. inhibition, % at 7.49 µM. 0.35% of 340,000 active. AID 602346; in the data active means inhibition above about 50%, passing the limit was not always enough; further: some results filed as inactive read as strong as hits
# TROY signal inh: inhibitors of TROY-dependent NF-kB signaling; Q293 LMP1-TROYcd NF-kB luciferase reporter, 4 h; inhibition, % at 10 µM; 0.98% of 360,000 active; AID 1347056;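 active means compounds whose plate-normalised and pattern-corrected inhibition of the luciferase reporter signal at the single screening dose is 50% or more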
# NR5A2 inv ag: NR5A2 inverse agonism in reporter assay; O00482; HEK293T StAR-luciferase reporter, LRH-1 transfected, 24 h; AID 602396; 0.13% of 360,000 active; inhibition, % at 3.6 µM;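 active means inhibition above the mean inhibition of all tested compounds plus 3 SD, cut at about 73% in these data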;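 further: 0% = DMSO wells and 100% = reporter-only cells lacking LRH-1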
# Target sequence (O00482 whole entry, looked up): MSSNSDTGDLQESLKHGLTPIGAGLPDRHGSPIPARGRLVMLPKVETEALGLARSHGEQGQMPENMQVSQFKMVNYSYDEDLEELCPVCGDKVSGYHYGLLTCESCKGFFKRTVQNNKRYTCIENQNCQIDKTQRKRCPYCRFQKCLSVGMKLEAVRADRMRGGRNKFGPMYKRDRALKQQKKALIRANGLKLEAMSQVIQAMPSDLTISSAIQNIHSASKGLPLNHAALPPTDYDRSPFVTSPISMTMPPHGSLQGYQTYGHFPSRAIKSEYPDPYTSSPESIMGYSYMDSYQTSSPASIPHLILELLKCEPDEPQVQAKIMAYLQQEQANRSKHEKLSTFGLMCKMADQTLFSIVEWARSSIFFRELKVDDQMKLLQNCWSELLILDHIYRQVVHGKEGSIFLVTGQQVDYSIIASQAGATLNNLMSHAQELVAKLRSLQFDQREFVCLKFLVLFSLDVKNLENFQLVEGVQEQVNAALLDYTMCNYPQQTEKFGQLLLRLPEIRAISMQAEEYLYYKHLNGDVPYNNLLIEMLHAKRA
# Starred values were filed as active, the others as inactive; · = no result given. This is a subset (hit frequency here may not be typical).
# Values run as follows: COUP-TFII inh	NCOA1 inh	SRC3 inh	EBV LMP1 NFkB	SRC2 inh	TLR9-MyD88 inh	NOD2 RIPK2 PPI	TRAIL sens C8	Vif inh	TROY signal inh	NR5A2 inv ag
1. COc1ccc(F)cc1C(=O)C1CCCN(C(=O)Cc2c(C)noc2C)C1 (stereo not drawn)
 : 6	-24	15	-8	-9	-9	-1	-3	3	-15	-8
2. Cc1ccc(C(=O)N2CCC3(CC2)Oc2ccc(Cl)cc2C(=O)C32CC(c3ccc(Cl)cc3)=NO2)s1 (stereo not drawn)
 : -66	-5	4	-2	-4	1	2	11	-3	-4	8
3. COc1c(Cl)cc(Br)c(OC)c1C(=O)NC(=O)Nc1nc(C)cc(C)n1
 : 17	-2	23	2	-18	-6	6	11	-25	14	9
4. CCOC(=O)CCC(=O)Nc1ccccc1C(N)=O
 : -2	0	-1	4	-15	-8	-2	-9	-1	-3	-21
5. COc1cc(O)c2c(=O)c3c(O[C@H]4O[C@@H](CO)[C@H](O)[C@@H](O)[C@@H]4O)ccc(O)c3oc2c1
 : 0	10	-23	-8	-31	-1	-9	7	3	7	9
6. COc1cc2[nH]c(=S)nc(NCc3cccs3)c2cc1OC
 : 8	-4	-20	0	5	-5	-2	-13	3	15	8
7. O=C(Nc1ccccc1)c1cnc2ccccc2n1
 : -52	-91	-73	-31	-39	4	9	12	-2	-93	-101
8. Cc1c(C(=O)NCc2ccc3c(c2)cc(C)n3C)cccc1[N+](=O)[O-]
 : 2	7	-9	-3	17	-3	-3	14	-18	-6	-3
9. CCCCn1c(N)c(N(CCC(C)C)C(=O)C2CSC3(C)CCC(=O)N23)c(=O)[nH]c1=O (stereo not drawn)
 : -11	-14	6	4	-10	3	-5	-7	1	-1	4
10. Cc1ccc(C)c(OCCCN2CCNCC2)c1
 : -1	-8	-5	4	-24	2	3	6	-1	2	-15
11. Cc1ccc(NC(=O)CN2C(=O)c3ccccc3S2(=O)=O)c(C)c1
 : -9	-12	-4	6	-6	-4	-2	-19	8	-17	-1
12. O=C(OCCN1C(=O)c2ccccc2C1=O)c1ccccc1
 : 4	3	5	7	-38	1	-8	1	-6	-30	4
13. CCCn1c(-c2ccc(OC)cc2)nc2c(=O)n(C)c(=O)[nH]c21
 : 1	8	24	-7	-19	2	-5	-3	-6	0	12
14. COC(=O)C1=C(C(=O)OC)[C@@H]2N(Cc3ccccc3)c3ccccc3[C@@]23C[C@@H](C(=O)OC)N(C(=O)c2cccs2)C3=N1
 : 8	-16	5	5	1	4	-14	54*	-13	29	-10
15. COc1ccc(CCNC(=O)c2cccc(S(=O)(=O)N3CCOCC3)c2)cc1OC
 : 14	2	22	1	4	0	-6	6	-10	4	25
16. CCC(C)N=C1SCC(C)(/C=N/O)S1 (stereo not drawn)
 : -3	-39	14	-7	2	-5	-10	6	-2	4	-1
17. CC(=O)Nc1ccc(NC(=S)NC(=O)c2cc3ccccc3o2)cc1
 : -8	-8	3	-2	-19	3	-1	-13	3	-37	-26
18. Nc1ccc(C(=O)OCc2csc(-c3ccccc3)n2)cc1[N+](=O)[O-]
 : 8	9	-5	2	-7	-3	-2	3	2	17	14
19. C=CCN(CC=C)S(=O)(=O)c1ccc(C(=O)Nc2sc3c(c2C(N)=O)CCCCC3)cc1
 : 7	-10	24	-95	13	3	-2	21	23	12	-7
20. COc1ccc2c(c1)[nH]c1c(=O)n(N)cnc12
 : -11	-26	1	-12	-21	-8	-7	15	0	-39	-18
21. O=C(Cc1ccc([N+](=O)[O-])cc1)NC(C(=O)O)C(O)c1cccc([N+](=O)[O-])c1 (stereo not drawn)
 : -12	-10	-4	8	10	-4	-9	1	0	17	7
22. CN(Cc1ccc2c(c1)OCCO2)C(=O)CSc1ncnc2sccc12
 : -4	3	8	-20	-15	-5	-4	-2	-3	0	-20
23. C/C(=N\Nc1nc(C(C)(C)C)cs1)c1ccc(O)cc1
 : -14	-26	-18	-8	-11	-5	0	-8	-16	7	0
24. O=C(c1cnn(C(=O)c2ccco2)c1)c1ccccc1O
 : -13	-31	-26	-6	11	4	2	5	-3	2	-29
25. CCCOc1cc(N(CC)CC)ccc1/C=C(/C#N)c1nc2ccc(C)cc2[nH]1
 : -11	-92	17	-4	-57	21*	34*	17	·	1	4
26. CCN(CC)C(=S)SCC(=O)c1ccc(F)cc1
 : -33	-93	-70	-39	-66	4	-4	3	-5	-37	-158
27. Cc1cc(C(=O)N2CCc3ccccc3C2)no1
 : 5	2	13	-15	0	-4	-5	5	·	-1	-3
28. CC1CC1C(=O)OCC(=O)NCc1ccc(Cl)cc1 (stereo not drawn)
 : 1	-2	14	5	11	-11	-3	-11	3	-15	-16
29. CC(NC(=O)C1CCCN(S(=O)(=O)c2cccc3nonc23)C1)c1ccccc1 (stereo not drawn)
 : 8	-9	-16	-26	-16	5	-16	5	2	-10	9
30. COc1ccc(CCNC(=S)N2CCC(C(=O)c3ccc(F)cc3)CC2)cc1OC
 : 43*	-20	27	11	37	4	-3	22	-26	33	17
31. COc1ccc(NC(=O)C2C(c3ccccc3)C2(Cl)Cl)cc1 (stereo not drawn)
 : -10	6	-9	-5	-13	1	-3	1	-8	7	-11
32. N=c1n(CCO)c2ccccc2n1CCN1CCCCC1
 : 26	4	8	-1	4	8	-8	0	2	-8	11
33. COc1ccc(Cl)cc1NC(=O)NNC(=O)C(=O)Nc1ccc(F)cc1
 : -4	4	5	-4	-48	-3	-8	-6	0	-31	-17
34. CCOC(=O)[C@H]1[C@H]2COc3ccc(C)cc3[C@@H]2N2C(=O)[C@@H](CO)NC(=O)[C@@]12C
 : -15	2	11	0	8	5	9	-22	6	13	-6
35. O=C(NCCCN1CCOCC1)C1CCN(S(=O)(=O)c2c(Cl)cccc2Cl)CC1
 : -4	-18	-1	0	6	5	-7	1	-5	-2	-13
36. C=C(C)CNC(=S)N/N=C/c1ccc(NC(C)=O)cc1
 : 6	0	4	-2	-5	5	-10	2	2	-3	-12
37. O=C(NNc1nc2ccccc2nc1C(F)(F)F)c1ccccc1
 : 15	-6	-1	4	5	-7	1	5	5	-3	9
38. CCOC(=O)[C@H]1[C@H]2COc3ccc(C)cc3[C@@H]2N2C(=O)CN(C)C(=O)[C@@]12C
 : -21	-4	7	-6	20	7	-10	7	-5	16	18
39. CC1(C(=O)NS(=O)(=O)c2cccc(Cl)c2)CCN1C(=O)Cc1ccsc1 (stereo not drawn)
 : -9	8	4	·	11	·	-4	-7	-12	-7	-1
40. COc1ccccc1CNC(=O)c1cc(-c2cc(Cl)ccc2C)n[nH]1
 : 1	-3	-4	·	-3	·	4	8	20	14	-33
41. COc1ccc(C2CC(=O)NC3=C2C(=O)CCC3)cc1Cl (stereo not drawn)
 : -6	-12	-4	2	-17	-9	-7	-1	-3	-1	3
42. COc1cccc(C(=O)NNC(=O)c2sccc2-n2cccc2)c1
 : 4	-3	1	-8	-25	9	-5	20	9	21	-1
43. CC(Oc1ccc(Cl)cc1Cl)C(=O)NN=C1CCN(C)CC1 (stereo not drawn)
 : -5	7	-4	9	9	-6	-13	25	-3	-3	3
44. COc1ccc(OC)c(C2C(C#N)=C(N)Oc3cc(C)[nH]c(=O)c32)c1 (stereo not drawn)
 : -1	-1	-1	-8	-17	3	-6	4	3	7	-10
45. CCc1ccc2nc(N(CCCN(C)C)C(=O)c3ccc(C(=O)c4ccccc4)cc3)sc2c1
 : -7	-5	-12	-1	10	5	-3	62*	0	-31	-22
46. CCCOC(=O)c1cccc(Nc2nc(-c3cccnc3)nc3ccccc23)c1
 : 5	6	6	-17	-5	-1	2	3	-19	24	29
47. COC(=O)c1cc(C(=O)NCCN2C(=O)S/C(=C\c3cccs3)C2=O)cc([N+](=O)[O-])c1
 : 2	-7	-6	2	12	-4	-1	3	-4	-41	3
48. COc1ccc(C2=CC(c3ccc(OC)c(OC)c3)n3nnnc3N2)c(OC)c1 (stereo not drawn)
 : 1	-33	-10	3	-18	39*	44*	7	·	24	-6
49. CC(C)CN(C)C(=O)CCc1nnc(Cc2cccc(C(F)(F)F)c2)o1
 : -22	-48	-59	-25	-46	7	-8	-6	0	-36	-53
50. CC(=O)N1CCN(c2c(F)c(F)c(C(F)(F)F)c(F)c2F)CC1
 : 8	5	7	4	-6	-2	3	-2	·	9	4

# Additional results
# Values run as follows: COUP-TFII inh	NCOA1 inh	SRC3 inh	EBV LMP1 NFkB	SRC2 inh	TLR9-MyD88 inh	NOD2 RIPK2 PPI	TRAIL sens C8	Vif inh	TROY signal inh	NR5A2 inv ag
51. COc1ccc(C(=O)N[C@H](C(=O)NCCc2ccc3c(c2)OCCO3)C(C)C)cc1
 : -5	-11	-5	0	4	-2	0	-3	-6	27	17
52. CCN(Cc1ccccc1)S(=O)(=O)c1ccc(C(=O)N2CCN(c3nc4ccccc4s3)CC2)cc1
 : 13	11	22	39	-7	-9	-3	24	-18	46	-13
53. Oc1ccccc1CNCCCN1CCOCC1
 : 0	1	-13	-1	15	5	-3	-1	20	3	-6
54. O=C(CCC(=O)c1cccs1)Nc1ccc(F)c(F)c1F
 : -7	-24	-29	15	7	-2	-3	5	0	-9	-12
55. COc1ccc(CCN2CC(C#N)=C3c4cc(OC)c(OC)cc4CCN3C2)cc1OC
 : 5	11	20	-3	-10	0	2	-13	·	8	14
56. CCOC(=O)/C(C#N)=C/c1c(Oc2cccc(C)c2)nc2ccccn2c1=O
 : -1	-6	7	-2	-6	-8	-8	-1	-2	-22	15
57. CCC1CCC(c2nnc(-c3ccc(Br)cc3)o2)CC1 (stereo not drawn)
 : -8	-11	-6	-11	-12	-7	-7	4	4	-72	13
58. COCCn1c(-c2ccc(Br)cc2)csc1=Nc1cccnc1
 : 37	9	17	-10	35	-9	-4	7	-11	1	34
59. CCOC(=O)c1nn(-c2ccc(C)cc2)c(=O)c2c(N)scc12
 : 8	-7	6	-13	18	-5	0	-1	-2	10	5
60. Cn1c(SCc2ccccc2)nnc1-c1ccncc1
 : 15	-7	-1	2	6	1	0	-5	-7	23	-13
61. NS(=O)(=O)c1cccc(NC(=O)COC(=O)CCC(=O)c2cccs2)c1
 : -14	7	13	2	-16	0	-14	-23	3	3	-13
62. CCN1CCN(c2nc3ccccn3c(=O)c2/C=C(\C#N)S(=O)(=O)c2ccccc2)CC1
 : 22	-21	13	6	-19	-4	1	30	1	0	0
63. C=CCn1c(COc2ccc(F)cc2)nnc1SCC(=O)NC(=O)NCc1ccco1
 : -2	-12	-77	-5	-8	-13	-12	-5	0	-2	-4
64. CCC(=O)Nc1cc2c(C)cc(=O)oc2cc1C
 : -1	12	18	-7	1	4	0	-15	-1	5	19
65. O=C(O)CC1(CC(=O)N2CCC(C(=O)O)CC2)CCCC1
 : 11	-9	0	7	-28	1	2	-1	-11	2	0
66. CC1(C(=O)NS(=O)(=O)c2cccc(Cl)c2)CCN1C(=O)CC1CC1 (stereo not drawn)
 : -1	-9	-7	·	10	·	-8	9	-2	15	-15
67. O=C(CCN1CCN(c2ccccc2)CC1)Nc1ccccc1
 : -13	6	-22	-2	-19	-14	-10	5	-5	-4	4
68. COCCn1c(SCC(=O)Nc2nnc(C)s2)nnc1-c1ccco1
 : -5	-1	0	3	-21	-16	-1	-4	7	-17	-16
69. O=C(CN1CCN(c2ccccc2)CC1)Nc1ccc(F)cc1
 : 7	-6	9	3	-21	3	-6	5	·	-20	-10
